# Mtb BioA inh: inhibitors of Mycobacterium tuberculosis BioA enzyme | purified M. tuberculosis BioA enzyme, plate reader | inhibition, % at 9.99 µM | 0.096% of 360,000 active; in the data active = inhibition above about 40%; inconclusive = no clear call, values can overlap the other calls
# BoNT A protease: BoNT A light chain protease inhibition. multiplex microsphere protease substrate cleavage, flow cytometry. inhibition, % at 10 µM. 0.17% of 360,000 active. AID 588499; in the data active = inhibition above about 30%; inconclusive = no clear call, values can overlap the other calls; also: plate controls were buffer without enzyme for full effect and enzyme alone for no effect
# CCHFV vOTU inh: CCHFV vOTU protease inhibition. 0.55% of 370,000 active. inhibition, % at 11.5 µM. Pep-AMC fluorescence; also: 0% = vehicle wells with enzyme and 100% = no enzyme wells
# FadD28 FP inh: blocks FadD28 binding to the bisubstrate probe | AID 588549 | inhibition, % at 12.5 µM | 0.22% of 360,000 active | fluorescence polarization; in the data active = inhibition above about 8.5%, passing the limit was not always enough; inconclusive = no clear call, values can overlap the other calls
# BoNT-F LC inh: BoNT F light chain protease inhibition | 0.22% of 360,000 active | AID 588497 | inhibition, % at 10 µM | Multiplex microsphere protease cleavage assay, flow cytometry; in the data active = inhibition above about 35%, passing the limit was not always enough; inconclusive = no clear call, values can overlap the other calls; also: plate controls were buffer without enzyme for full effect and enzyme alone for no effect
# GDH-TPI counter: inhibits GDH-TPI coupling enzymes, artifact for Mtb FBA screen. 1.2% of 360,000 active. AID 588335. GDH-TPI coupled enzyme counterscreen, NADH absorbance. inhibition, % at 4.8 µM;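 also: 0% = DMSO wells and 100% = wells lacking the enzyme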
# PrPC surface inh: inhibitors of human cell surface prion protein PrPC | P04156 | inhibition, % at 13.8 µM | AID 720596 | TR-FRET read-out | 0.43% of 370,000 active; in the data active = inhibition above about 24%; also: 0% = median of the test wells and 100% = reference compound wells
# Mtb UGM inh: blocks M. tuberculosis UGM enzyme. P9WIQ1. purified UGM, fluorescence polarization probe displacement. inhibition, % at 10 µM. 0.06% of 320,000 active. AID 504406; in the data active = inhibition above about 10%, passing the limit was not always enough; inconclusive = no clear call, values can overlap the other calls
# Target sequence (P9WIQ1 whole entry, looked up): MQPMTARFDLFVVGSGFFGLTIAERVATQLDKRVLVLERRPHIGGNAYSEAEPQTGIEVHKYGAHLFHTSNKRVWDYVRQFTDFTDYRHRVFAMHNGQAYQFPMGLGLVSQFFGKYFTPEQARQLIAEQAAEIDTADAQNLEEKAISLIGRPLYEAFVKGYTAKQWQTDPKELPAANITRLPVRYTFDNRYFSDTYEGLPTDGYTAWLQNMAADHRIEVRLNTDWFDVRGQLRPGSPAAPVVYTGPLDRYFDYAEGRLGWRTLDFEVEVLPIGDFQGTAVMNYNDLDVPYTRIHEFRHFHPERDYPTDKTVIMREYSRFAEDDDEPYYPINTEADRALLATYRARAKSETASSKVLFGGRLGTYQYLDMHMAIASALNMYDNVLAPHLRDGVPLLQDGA
# FBA Mtb inh: inhibits M. tuberculosis FBA enzyme | 2.3% of 360,000 active | inhibition, % at 1 µM | purified M. tuberculosis FBA, fluorescence read-out | P9WQA3 | AID 588726; in the data active = inhibition above about 27%;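 also: 0% = vehicle and 100% = reference inhibitor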
# Target sequence (P9WQA3 whole entry, looked up): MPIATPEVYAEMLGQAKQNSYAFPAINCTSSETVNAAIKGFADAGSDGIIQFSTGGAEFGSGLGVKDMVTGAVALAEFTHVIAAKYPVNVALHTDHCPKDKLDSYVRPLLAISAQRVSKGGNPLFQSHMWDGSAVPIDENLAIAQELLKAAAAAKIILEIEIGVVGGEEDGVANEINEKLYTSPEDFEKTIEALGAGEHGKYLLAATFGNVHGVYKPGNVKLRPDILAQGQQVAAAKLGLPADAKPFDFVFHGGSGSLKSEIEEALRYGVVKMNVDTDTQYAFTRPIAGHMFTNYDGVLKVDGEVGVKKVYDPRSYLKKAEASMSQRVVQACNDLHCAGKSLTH
# * hit, by the source's call; ? = inconclusive; . = no result given. Rule as the data show it, unless noted: active = inhibition above about 30%; inactive = the rest.
SMILES,Mtb BioA inh,BoNT A protease,CCHFV vOTU inh,FadD28 FP inh,BoNT-F LC inh,GDH-TPI counter,PrPC surface inh,Mtb UGM inh,FBA Mtb inh
O=C(Nc1c(-c2ccccc2)[nH][nH]c1=O)c1ccco1,0.7,-0.3,9,0.2,-9,.,-1,.,2
C[n+]1cc[nH]c1SCC(=O)c1ccccc1,.,0.3,12,1.2,-6,-11,1,-0.1,13
CCOc1cccc(/C=N/NS(=O)(=O)c2ccc(C)c([N+](=O)[O-])c2)c1O,.,-0.8,-13,-1.2,-1,1,-10,1.6,3
CC(=O)c1cccc(NC(=O)c2ccc3c(Cl)c4c(nc3c2)CCCC4)c1,.,0.4,-2,-2.1,1,-9,6,-0.6,-4
Cc1nc(NC(=O)CSc2nncs2)c(Cl)cc1Cl,22,-1.1,-2,-0.6,-6,9,3,-0.3,4
O=C(NCc1cccs1)c1cc(-c2ccccn2)nc2ccc(Br)cc12,.,0.9,-10,-1.8,-5,16,5,2.3,1
O=C(Cc1ccc(-c2ccccc2)cc1)NC(c1ccccc1)c1ccccc1,.,0.1,-9,-3.9,3,6,1,-0.5,-2
CCOc1ccc(-n2c(=O)c3c(C)c(C)sc3n(CC(=O)NCc3ccco3)c2=O)cc1,.,0.3,.,-1.9,-2,1,.,-1.4,-1
CC1(C)CC(=O)C(N=Nc2cccnc2)=C(O)C1,1.4,-1.7,22,-1.5,-4,26,9,2.1,7
CCOC(=O)C1CCCN(C(=O)c2cn(CC)c3ccc(S(=O)(=O)N4CCCC4)cc3c2=O)C1 (configuration not stated),1.5,1.3,6,1.1,-2,38*,-2,1.1,-2
COc1ccc(-c2cc3cc(OC)c(OC)cc3c(C)n2)cc1C,-0.4,-0.5,8,-0.9,-2,11,-8,0.4,13
CC1(C)Cc2c(sc(N)c2C#N)C(C)(C)N1,.,-0.2,-13,-3.1,3,-5,10,-4.7,-4
CCOC(=O)C1=C(O)C(=O)N(c2ccc(S(N)(=O)=O)cc2)C1c1cccc([N+](=O)[O-])c1 (configuration not stated),.,0.5,7,-1.3,-2,32*,-10,-2.5,3
CCc1nc2c(OCC(=O)C(C)(C)C)cccn2c1N(C)C(=O)c1ccco1,-0.3,-0.8,-8,-2.4,-1,-6,-1,.,-1
O=C(COC(=O)c1sc2ccccc2c1Cl)NCC1CCCCC1,0.6,-0.4,-4,-3.8,1,2,-1,1.0,0
O=C(CNc1cccc(S(=O)(=O)N2CCCC2)c1)Nc1cccc(Br)c1,-0.1,4.4,-1,-10,13,-9,6,0.7,0
C/C(=N\NC(=S)Nc1cccc(C)c1)c1ccco1,.,-1.4,6,-4.5,-6,16,-3,6.2,-1
O=C(Nc1ccc([N+](=O)[O-])cc1)N1CCCCC1,.,-1.2,2,2.0,3,45*,-3,0.1,2
Cc1cc(Oc2ccccc2)nc(OCC#N)n1,-0.1,-2.7,-13,-0.7,-7,3,-4,1.5,-2
Cn1cc([N+](=O)[O-])c(C(=O)Nc2ccn(Cc3c(F)c(F)cc(F)c3F)n2)n1,.,?,13,-1.3,3,-6,1,-0.6,1
C=CCN(C(=O)Nc1ccc(F)cc1)C1CC(=O)N(c2ccc(OC)cc2)C1=O (configuration not stated),-4.0,3.9,0,0.2,3,-2,-5,-1.6,0
Cc1cc(=O)[nH]c(N/N=C/c2ccc(OC(=O)c3cccnc3)cc2)n1,.,-0.9,-2,-1.6,4,11,-3,-3.0,1
O=C(N/C(=C\c1ccc(Br)cc1)C(=O)N1CCOCC1)c1ccccc1Cl,0.9,1.6,-2,-0.3,-9,-1,-1,1.3,-4
Cc1ccc(S(=O)(=O)CCC(=O)N(CCCN2CCOCC2)c2nc3ccccc3s2)cc1,-3.3,-2.0,2,-1.5,3,11,-3,2.5,2
O=S(=O)(c1ccccc1)N1CCN=C1SCc1ccc(Cl)cc1,.,0.1,-7,-3.1,-1,-6,13,-0.9,-1
COCCN(C(=O)COC(=O)Cc1cccc(OC)c1)c1c(N)n(CC(C)C)c(=O)[nH]c1=O,.,3.2,-1,0.1,4,-4,-3,2.2,3
C/C(=C\c1ccc(C)o1)C(=O)c1c(C)cc(C)[nH]c1=O,2.4,-0.1,7,-0.5,-5,24,-9,-0.6,0
CCN(C[C@H]1N[C@@](CC)(C(=O)OC)[C@H]2C(=O)N(C)C(=O)[C@@H]12)S(=O)(=O)c1ccc(C(F)(F)F)cc1,0.2,0.2,9,0.7,-4,2,-3,0.0,-1
O=C(O)CCCCCN1C(=O)C2CCCCC2C1=O (configuration not stated),-4.6,-0.8,1,-1.3,-8,10,4,-2.7,-1
COc1cc(OC)c(C(=O)Nc2cccc3ccccc23)cc1OC,-1.2,0.4,-4,-3.8,4,10,4,-0.7,-1
CCc1nc2c(OCCn3cccc3)cccn2c1N(C=O)Cc1ccc(OC)cc1,-2.3,-0.2,26,-4.0,-2,-1,2,.,-1
O=C(CSc1nnc(CNC(=O)c2cccs2)o1)Nc1ccccc1,.,0.2,-11,-2.0,-6,8,0,1.1,-2
CCC1COC(c2cccn2Cc2ccc(Cl)cc2)=N1 (configuration not stated),-0.8,-0.4,7,-3.5,0,4,-1,-1.2,-2
CCN(CC)CCn1c(/N=C/c2ccc(OC)c(OC)c2)nc2ccccc21,-4.9,.,-9,-1.3,.,9,-1,3.3,2
CCOC(=O)c1cccc(NC(=O)C(C)N2C(=O)c3ccccc3C2=O)c1 (configuration not stated),0.1,0.0,10,-1.9,-3,2,1,1.5,1
Clc1ccccc1Nc1nc(NCC2CC2)nc2ccsc12,-0.6,-0.4,5,-3.6,-6,6,8,.,-1
O=C(COC(=O)/C=C/c1ccccc1)Nc1ccc(Cl)cn1,-0.4,-0.1,-4,0.8,3,7,8,2.1,-1
CCN(CC(=O)Nc1cc(S(=O)(=O)N2CCCCC2)ccc1Cl)Cc1ccccc1,.,.,8,-5.0,.,1,10,-0.6,0
CCC(Oc1ccccc1)C(=O)Nc1ccc(S(=O)(=O)NCC2CCCO2)cc1 (configuration not stated),2.3,1.1,-1,-3.0,1,-18,8,-0.4,0
CC(=O)Nc1ccc(NC(=O)c2ccc(COc3ccccc3Br)o2)cc1,.,-3.5,19,-2.4,-18,8,-12,-1.0,-2

# Some entries already given with just BoNT-F LC inh and CCHFV vOTU inh:
canonical_smiles	BoNT-F LC inh	CCHFV vOTU inh
CCN(CC)CCn1c(/N=C/c2ccc(OC)c(OC)c2)nc2ccccc21	.	-9
CCOC(=O)c1cccc(NC(=O)C(C)N2C(=O)c3ccccc3C2=O)c1 (configuration not stated)	-3	10
Clc1ccccc1Nc1nc(NCC2CC2)nc2ccsc12	-6	5
O=C(COC(=O)/C=C/c1ccccc1)Nc1ccc(Cl)cn1	3	-4

# (continued)
SMILES,Mtb BioA inh,BoNT A protease,CCHFV vOTU inh,FadD28 FP inh,BoNT-F LC inh,GDH-TPI counter,PrPC surface inh,Mtb UGM inh,FBA Mtb inh
Cc1ccc(C(=O)Oc2coc(CSc3nnc(NC(=O)c4cccs4)s3)cc2=O)cc1,.,-0.4,-5,0.1,-1,22,3,-0.5,-2
O=C(NCCN1CCOCC1)C12CC3CC(C1)CC(c1ccccc1)(C3)C2,.,0.0,3,-1.5,-6,-4,3,-0.3,4
CCCCN1CCC(COC(=O)c2cc(Cl)c(N)c3c2OCCO3)CC1,-0.8,-1.8,-4,-2.2,-36,-6,-9,1.2,2
CCOc1ccc(C(=O)Nc2ccc(NC(=O)c3cccs3)cc2)cc1[N+](=O)[O-],-1.2,0.9,-11,0.0,5,6,-11,0.4,1
Nc1c(N2CCCC2)c2ccccc2oc1=O,1.8,-2.0,12,-0.3,-15,9,9,-2.4,5
COc1ccc(C(c2nnnn2C(C)(C)C)N2CCN(C(=O)c3ccco3)CC2)cc1 (configuration not stated),-0.2,-2.1,9,-0.7,-3,-1,-5,2.4,3
CN(C)S(=O)(=O)c1cc(NC(=O)Cn2ccsc2=N)ccc1Cl,.,1.9,-2,-4.7,2,-9,-6,-1.4,4
CSCCC(NC(=O)COc1ccccc1)C(=O)OCc1ccc([N+](=O)[O-])cc1 (configuration not stated),-1.2,1.6,3,-1.2,?,1,-6,0.6,13
CSCC[C@H](NC(=O)N1CCn2c1nc1ccccc12)C(=O)N[C@H](Cc1ccccc1)C(=O)O,-1.2,-0.1,11,-2.6,-8,-14,-5,0.1,1
COC(=O)COn1c(SCC(=O)OC)nc2ccccc2c1=O,-2.3,0.5,-3,-0.2,10,7,-1,4.9,0
CCOCCCNC(=O)CN1C(=O)COc2ccc(S(=O)(=O)N3CC(C)CC(C)C3)cc21 (configuration not stated),-1.9,-1.3,-8,-2.6,1,3,1,-0.4,-2
Cc1nc2ccccc2c2oc(C(=O)NCc3ccc4c(c3)OCO4)cc12,-0.7,0.0,-6,-17,-5,12,5,4.1,-2
COc1ccc(-c2nnnn2C(C)C)cc1,1.9,-2.7,4,-0.7,?,10,0,-3.8,-1
CCCCCNC(=O)c1ccc2c(=O)n(CCCOCC)c(=S)[nH]c2c1,-1.0,-0.6,-1,-1.1,-8,3,3,-0.6,2
COC(=O)c1ccc(S(=O)(=O)N2Cc3ccccc3C2)cc1,.,-0.5,-13,-3.7,-2,-4,-2,2.7,0
COc1cc(C(=O)COC(=O)c2c(C)noc2C)cc(OC)c1OC,-1.0,.,7,0.3,.,-3,-2,-0.5,1
O=C(Cn1cc(-c2nnnn2-c2ccc(Cl)cc2)c(=O)c2ccccc21)c1ccccc1,-0.2,0.2,-10,1.4,-19,9,-4,1.3,3
Cc1cccc(C(=O)NCCNc2nc3cc(C)c(C)cc3cc2C)c1,.,-0.3,7,-3.8,3,-1,-2,-2.6,7
CN(C)S(=O)(=O)N(CC(=O)Nc1cccc(F)c1)c1ccccc1,1.7,0.1,-10,-4.6,-3,-4,-1,-4.1,1
Cc1cc(Cl)c(C)c(S(=O)(=O)N2CCN(CC(=O)N3CCOCC3)CC2)c1Cl,0.0,-2.3,11,.,-8,7,-7,3.5,0
COc1cccc(C(=O)NCCCc2ccccc2)c1OC,-0.6,-0.3,4,0.2,-2,0,-8,.,0
CC(=O)C1CCN(Cc2ccccc2)CC1,0.2,0.3,8,-2.0,-8,8,-3,0.4,2
CCCCn1c(-c2ccc(Br)cc2F)nc2c1c(=O)[nH]c(=O)n2CC(C)C,3.6,-0.5,-7,0.1,18,-3,7,-0.6,3
Cc1ccc(NC(=O)CCn2c(=S)oc3ccccc32)cc1F,-0.9,2.5,-18,1.1,13,14,-4,-0.7,3
Cc1c(C(=O)N2CCNCC2)oc2ccccc12,-0.4,-1.2,-4,0.1,17,-6,-5,-3.7,2
CCCN(CCC)CCNC(=O)C(NS(=O)(=O)c1ccc2c(c1)CCC(=O)N2)c1ccccc1 (configuration not stated),.,-1.7,.,-0.5,-4,1,.,-1.3,-1
CCc1nc2c(OCCOc3ccccc3)cccn2c1N(C=O)Cc1ccc(OC)cc1,0.9,0.1,9,-5.7,3,6,0,.,-4
O=[N+]([O-])c1ccc2c(c1)C(N1CCN(CCO)CC1)Cc1ccc(F)cc1S2 (configuration not stated),4.7,-1.4,11,-5.3,0,.,-33,.,-1
CC1(C(=O)N2CC3(CC(c4cccc(NC(=O)CC(c5ccccc5)c5ccccc5)c4)=NO3)C[C@@H]2C(N)=O)CC1 (some centres not stated),0.0,-0.1,5,-5.5,0,0,3,-1.7,-1
O=C(c1ccccc1)c1c[nH]c(C(=O)NCCCN2CCOCC2)c1,-1.4,?,2,-0.9,0,16,3,-1.5,-2
Cc1ccc2c(c1)C1CN(C)CCC1N2CC(=O)N(C)c1ccccc1 (configuration not stated),-1.3,0.5,-21,-3.3,-4,1,5,1.1,1
Cc1cccc2c(N=O)c(O)n(CCc3ccccc3)c12,-0.8,-1.0,19,-13,-1,9,-2,-1.9,-3
CSc1ccc(/C=N/NC(=O)c2cccs2)cc1,-0.8,0.2,-4,-3.0,45*,23,0,1.4,1
COc1ccc(/C=N/Nc2ncnc3c2[nH]c2ccc(C)cc23)c(OC)c1OC,-1.3,0.9,-4,-0.7,-14,7,0,-2.1,3

# Another view of some results above:
> Cc1cccc2c(N=O)c(O)n(CCc3ccccc3)c12
  Mtb BioA inh: -0.8
  BoNT A protease: -1.0
  CCHFV vOTU inh: 19
  FadD28 FP inh: -13
  BoNT-F LC inh: -1
  GDH-TPI counter: 9
  PrPC surface inh: -2
  Mtb UGM inh: -1.9
  FBA Mtb inh: -3
> CSc1ccc(/C=N/NC(=O)c2cccs2)cc1
  Mtb BioA inh: -0.8
  BoNT A protease: 0.2
  CCHFV vOTU inh: -4
  FadD28 FP inh: -3.0
  BoNT-F LC inh: 45*
  GDH-TPI counter: 23
  PrPC surface inh: 0
  Mtb UGM inh: 1.4
  FBA Mtb inh: 1
